INS-1E GSIS act – GLuc luminescence reporter in INS-1E cells, primary screen for activators of glucose-dependent secretion of insulin | 370,000 tested, 0.61% active | activation, % at 16.6 µM | INS-1E GLuc reporter insulin secretion, 2-3 h | AID 743287;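 active = lowest replicate activation of at least 40%, so every replicate reaches that level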;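 note: 0% = median of neutral control wells and 100% = median of IBMX positive control wells; some compounds called inactive have numbers as strong as hits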
PglD inh – PglD (C. jejuni) enzyme inhibition. inhibition, % at 12.5 µM. purified PglD enzyme, DTNB colorimetric CoA detection. 360,000 tested, 0.098% active. AID 602405; in the data active = inhibition above about 16%, passing the limit was not always enough; note: strong numbers were not always called active
F508del corr – CFTR F508del correction in bronchial cells; CFBE cells, YFP halide quenching; stimulated with forskolin plus potentiator P3; % fluorescence drop versus neutral controls; activity (quench increase), % at 7.58 µM; 350,000 tested, 0.36% active; AID 720511;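 active = mean added fluorescence quench of at least 8% versus neutral control, with both replicates also reaching 8%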;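 note: cells transiently co-express mutant CFTR-F508del with the halide-sensitive YFP; corrector assay measuring rescue of mutant channel to the surface after 24 h compound exposure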
PGC1a acetyl inh – lowers PGC1a acetylation signal in U2OS cells | AlphaScreen anti-acetyl-lysine; with virally co-expressed GCN5 acetyltransferase | inhibition, % at 15.6 µM | 350,000 tested, 0.17% active;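 active = every replicate shows inhibition of at least 40%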;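 note: 0% = neutral control wells and 100% = positive control wells; some results beyond the cut were filed as inactive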
FN deposit inh – fibronectin deposition inhibition; AH1F fibroblasts, Alexa488-fibronectin deposition fluorescence, overnight; inhibition, % at 12.6 µM; 350,000 tested, 0.086% active; AID 743247;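 active = mean inhibition across replicates of 30% or more, regardless of how many single replicates reach that level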;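 note: positive control wells lacked labelled fibronectin entirely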
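material = AH1F fibroblast monolayer depositing Alexa488-labelled fibronectin into matrix | amount = 10000 AH1F cells/well | buffer or medium = DMEM plus 2% serum, read in PBS | incubation = 1 h cell adhesion before compound, then overnight fibronectin incubation | detection = fluorescence at 485 nm excitation, 525 nm emission | evaluation = percent inhibition as loss of matrix-bound fibronectin fluorescence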
Cneo AK release – causes C. neoformans cell lysis. AID 651654. 360,000 tested, 0.2% active. lysis activity, % at 15 µM. adenylate kinase release luminescence, 4 h; normalised: neutral wells 0, clomiphene wells 100;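 active = mean lysis activity across replicates of at least 80%, whatever share of replicates individually reach that level; inactive = mean lysis activity below 80%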
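Test system: log-phase Cryptococcus neoformans yeast cells; Quantity: yeast cell density of 5 × 10^6 cells/mL; Buffer or medium: YPD; Doses: single compound concentration per well; Timing: 4 h at 37 °C static, read 1 h later; Measured by: AK luminescence; Read-out basis: lysis from increased AK signal; Control set: Clomiphene as positive control.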
miR122 inh – miR-122 inhibition in Huh7 cells | Huh7 miR-122 Renilla luciferase sensor, 48 h; neutral wells = 0, positive control = 100 | activation (reporter increase), % at 12.5 µM | 340,000 tested, 0.3% active | AID 602342;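 active = mean replicate activation score at least 90 and every replicate individually at or above 90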;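 note: higher luciferase means less miR-122 activity so hits act as miR-122 inhibitors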
C2C12 statin – protects C2C12 myotubes from simvastatin toxicity; AID 602340; ATP luminescence, 48 h; scaled: DMSO 0, geranylgeraniol control 100; rescue of ATP level, % at 7.49 µM; 330,000 tested, 0.78% active;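 active = mean ATP rescue above about 67%, or every replicate alone reaching that limit, limit read from the data, passing the limit was not always enough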;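 note: myotubes were challenged with 10 µM simvastatin during compound exposure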
* hit, by the source's call; . = not tested or not shown; [ ] = dose if it differs, or a comment.

SMILES	INS-1E GSIS act	PglD inh	F508del corr	PGC1a acetyl inh	FN deposit inh	Cneo AK release	miR122 inh	C2C12 statin
CS(=O)(=O)N1CCN(c2cccc(Cl)n2)CC1	.	2.0	.	5.9	.	4.9	0.6	108.9*
Cc1noc(C)c1NC(=O)N(C)C[C@@H]1Oc2c(cccc2N(C)C)C(=O)N([C@@H](C)CO)C[C@H]1C	5.0	0.9	1.8	0.1	-1.4	-8.9	0.5[16.7 µM]	30.9
COc1cc(NC(=O)C2CC(c3cccc(Br)c3)=NO2)cc(OC)c1OC (stereo not given)	-21.8	-1.0	-2.2	-2.3	-14.3	2.7	0.5	2.9
COc1ccc(OCc2nn3c(-c4ccccn4)nnc3s2)cc1	.	-3.8	.	3.1	-6.5	5.9	-7.7	3.8
O=C(CN1CCCN(S(=O)(=O)c2ccc(F)cc2)CC1)Nc1ccccc1Br	.	5.6	.	-7.1	-4.0	-0.7	-1.8	5.1
CC(C)(O)CC[C@H](OC(=O)c1ccccc1)[C@](C)(O)[C@H]1CC[C@@]2(O)C3=CC(=O)[C@@H]4C[C@@H](O)[C@H](O)C[C@]4(C)C3CC[C@]12C (stereo not given in full)	8.0	2.3	-0.6	-4.8	-2.8	0.8	-0.9	7.2
CCc1ccccc1NC(=S)N1CCN(c2ccccn2)CC1	-6.6	.	.	.	-16.3	.	-17.9	7.1
C/C=C/Cn1cccc(C(=O)Nc2ccc(OC)cc2)c1=O	6.1	.	-0.3	-4.5	-6.6	.	.	.
C[C@H](CO)N1C[C@H](C)[C@@H](CN(C)C(=O)CN(C)C)Oc2cc(Br)ccc2S1(=O)=O	3.5	-5.1	-0.4	-15.2	-3.6	-1.5	3.6[16.7 µM]	6.2
Cc1ccc(C)c(NC(=O)c2cc[n+](C)cc2)c1	-3.5	-4.4	1.2	.	-0.3	-0.8	.	18.3
Cn1cnc2nc(Cl)nc(Cl)c21	-19.6	.	0.5	-25.5	3.4	.	5.4	3.3
O=C1CS(=O)(=O)C(c2ccccc2)N1c1ccc(Cl)cc1 (stereo not given)	.	1.7	-1.0	-15.0	.	3.6	.	.
CC(Sc1nnc(COc2ccccc2)n1-c1ccccc1)C(=O)O (stereo not given)	-4.2	-3.6	-1.1	12.6	-21.6	-0.4	4.5	5.5
COc1ccccc1N1CCN(C(=O)c2ccc(NC(C)=O)cc2)CC1	.	3.0	.	-0.6	.	0.5	1.3	-1.6
COc1ccccc1-c1ccc2c(c1)[C@H]1[C@H](CCN1C(=O)C1CCOCC1)[C@H](CO)N2	10.8	-0.1	2.6	-3.5	-21.7	2.4	-6.1[16.7 µM]	-22.5
C/C=C/c1ccc([C@@H]2[C@@H](CN(C)C(=O)CN(C)C)N(C(=O)C3CC3)[C@H]2CO)cc1	-0.4	-2.8	-1.7	0.7	19.1	-1.1	-7.1[16.7 µM]	-9.4
CN(Cc1ccc(F)cc1)C(=O)C(c1ccccc1)c1ccccc1	-40.4	-11.7	-0.8	-19.0	2.4	-3.3	4.5	-1.2
O=C1NNC(c2ccccc2)=N/C1=C\c1ccco1	-35.7	10.2	-1.2	0.1	2.7	6.8	-2.8	.
O=C(Nc1ccccc1)N1CC=C(c2ccc(F)cc2)CC1	-13.6	6.6	.	-1.7	.	-4.3	-4.3	15.5
COc1cccc(S(=O)(=O)Nc2ccc3c(c2)[C@H]2C[C@H](CC(=O)NCc4ccc(Cl)cc4)O[C@@H](CO)[C@H]2O3)c1	-26.4	1.4	-1.5	-12.8	.	-2.0	-2.2[16.7 µM]	0.3
COc1ccccc1C(O)Cc1nc2ccccc2n1C (stereo not given)	.	-5.9	.	0.6	.	-0.1	-0.8	4.4
CNC[C@H]1OCCCC[C@H](C)Oc2ccc(NC(=O)c3ccncc3)cc2C(=O)N([C@H](C)CO)C[C@@H]1C	7.9	0.9	1.4	4.8	.	-0.1	-2.0[16.7 µM]	-17.3
CC[C@]12c3[nH]c4cc(CCC(=O)N(C)C)ccc4c3CCN1C(=O)[C@@H](CC(=O)NCCCn1ccnc1)C[C@@H]2C(=O)N1CCN(C(=O)c2ccco2)CC1	20.7	1.4	-4.7	2.0	1.2	3.0	-1.6	-5.3
C[C@H](CO)N1C[C@H](C)[C@@H](CN(C)Cc2ccccc2)Oc2ncc(C#Cc3ccccn3)cc2C1=O	-2.3	.	0.5	-21.7	4.4	.	-2.4[16.7 µM]	47.3
COc1ccc(-c2cn(CC[C@@H]3CC[C@@H](NC(=O)c4cnccn4)[C@H](CO)O3)nn2)cc1	15.4	-1.0	0.5	1.8	-7.9	-0.6	.	0.7
O=c1c2c(-c3cccc([N+](=O)[O-])c3)ccnc2[nH]n1-c1ccccc1	12.0	3.2	0.7	1.5	-14.6	4.2	-4.8	4.8
C=C1C(=O)[C@]23C[C@H]1CCC2[C@@]1(C)C(C[C@@H]3O)[C@](C)(C(=O)O)CC[C@@H]1O (stereo not given in full)	.	0.0	4.1	-13.0	5.6	0.7	-2.2	24.2
CN(C)CC(=O)N[C@@H]1CC[C@H](CCn2cc(C3CCCC3)nn2)O[C@H]1CO	-11.3	-2.4	0.4	5.8	5.5	2.0	.	4.0
CSc1ccc(CN(C)C(=O)CNC(=O)CNS(=O)(=O)c2ccc(C)c(C)c2)cc1	9.0	2.5	0.3	-3.5	5.6	-3.0	9.8	5.9
Cc1ccc(CNC(=O)CCNS(=O)(=O)c2ccc(Br)s2)cc1	1.8	.	0.8	3.9	-3.3	.	.	.

In another format: results already given.
Below each compound: INS-1E GSIS act | PglD inh | F508del corr | PGC1a acetyl inh | FN deposit inh | Cneo AK release | miR122 inh | C2C12 statin
COc1ccccc1C(O)Cc1nc2ccccc2n1C (stereo not given)
 : . | -5.9 | . | 0.6 | . | -0.1 | -0.8 | 4.4
CNC[C@H]1OCCCC[C@H](C)Oc2ccc(NC(=O)c3ccncc3)cc2C(=O)N([C@H](C)CO)C[C@@H]1C
 : 7.9 | 0.9 | 1.4 | 4.8 | . | -0.1 | -2.0[16.7 µM] | -17.3
CS(=O)(=O)N1CCN(c2cccc(Cl)n2)CC1
 : . | 2.0 | . | 5.9 | . | 4.9 | 0.6 | 108.9*

Next records follow.
SMILES	INS-1E GSIS act	PglD inh	F508del corr	PGC1a acetyl inh	FN deposit inh	Cneo AK release	miR122 inh	C2C12 statin
Cc1ccc(CNC(=O)Cc2ccc(NC3=NC4CS(=O)(=O)CC4S3)cc2)cc1 (stereo not given)	0.4	-2.4	4.5	.	0.9	1.3	.	2.0
CSc1ccc(CN(C)C(=O)c2ccc(S(=O)(=O)Nc3c(C)n(C)n(-c4ccccc4)c3=O)cc2)cc1	-14.7	-1.2	0.5	.	-1.9	0.4	.	9.2
CC(=O)N/C(=C/c1ccc2c(c1)OCO2)C(=O)O	-15.3	.	0.4	11.3	3.0	.	-2.7	.
COc1ccc(/C(O)=C2/C(=O)C(=O)N(CCN(C)C)C2c2ccccc2)cc1Cl (stereo not given)	25.0	3.4	.	.	.	2.6	.	-0.4
CCOC(=O)N1CCC(NC(=O)c2ccc3c(c2)ncn3C2CCCC2)CC1	-1.4	-3.4	0.3	-3.7	.	-4.0	-1.3	-32.7
CC1=CC=CC2=NC(=O)CC(C)(C(=O)N(CC(=O)NC3CCCC3)c3ccc(F)cc3)N12 (stereo not given)	7.2	-0.8	2.5	.	1.7	-2.3	-3.7	-3.9
COc1ccc(N2CCN(C(c3nnnn3CCc3ccccc3)C(C)C)CC2)cc1 (stereo not given)	.	-0.2	.	1.0	-0.2	0.1	-4.7	.
OCCN1CCN(CCO)C1=S	-2.3	-1.0	-0.3	2.4	5.0	1.7	0.1	0.3
COc1ccccc1CN(CC(=O)NCc1ccc2c(c1)OCO2)C(=O)c1csnn1	-4.2	2.7	-0.8	.	4.1	-1.8	.	-0.1
CC1(C(=O)NS(=O)(=O)Cc2ccccc2C(F)(F)F)CCN1C(=O)c1cccc(F)c1 (stereo not given)	-5.7	-0.7	-5.1	-21.7	-12.5	3.7	1.3	-7.3
CCOc1ccc(NC(=NCc2ccc3c(c2)OCO3)SC2CC(=O)N(c3ccc(OCC)cc3)C2=O)cc1 (stereo not given)	.	3.4	.	-0.4	8.2	1.0	-5.8	.
C/C(=N\NC(=O)c1ccc(CSc2nc(C)cc(C)n2)cc1)c1ccco1	3.3	-17.5	1.7	-6.2	9.7	-1.5	3.3	3.8
Cc1nnc(SCC(=O)NCc2ccccc2)n1-c1ccccc1	.	-1.3	.	5.8	5.3	3.9	-1.7	103.4*
CCN1C(=O)[C@H]2[C@@H](c3ccccc3)N[C@]3(CCCN(Cc4ccc(C)cc4)C3=O)[C@H]2C1=O	-1.2	-5.3	1.2	.	-27.1	-0.6	0.1	15.8
Cc1ccc(C(=O)N2CCN(C(=O)c3ccc(C)cc3)C2)cc1	-5.6	8.1	-1.3	-0.6	-2.9	0.3	-8.8	-5.0
O=C(O)c1cc(C(=O)C2CCCCC2)c[nH]1	-3.8	.	-1.5	-6.6	14.6	.	.	.
CCn1c(CSCc2ccccc2)n[nH]c1=S	23.1	4.8	0.4	14.4	-1.5	1.6	0.4	0.4
CCN(CC)c1nc(N)c(C#N)c(CC#N)c1C#N	8.3	3.7	-4.5	0.4	7.4	-1.5	0.4	-3.1
O=C(NCc1ccco1)C1CCN(C(=O)c2ccc([N+](=O)[O-])cc2)CC1	-1.2	-0.6	0.9	.	1.5	4.2	.	1.1
Cc1ccc(NC(=O)COC(=O)C2CC(=O)N(Cc3ccccc3)C2)cc1S(=O)(=O)N(C)C (stereo not given)	1.4	.	1.1	-7.8	0.9	.	.	.
COCC(=O)NC(C)c1nc2ccccc2[nH]1 (stereo not given)	.	-3.7	.	-4.1	-16.1	-3.4	0.7	13.6
Cc1cc(C(=O)CC#N)c(C)n1-c1ccc(OC(F)F)cc1	.	13.3	.	-0.4	.	-2.4	-8.1	20.1
Cc1ccc(NC(=O)CSCC(=O)N(C)CC(=O)Nc2ccccc2C(F)(F)F)cc1	25.9	3.8	0.7	1.6	7.5	-0.5	0.4	7.6
Cc1nnc(SCC(=O)NC2CCCC2)n1C(C)C	-9.4	-1.4	-1.2	4.7	.	0.9	-1.3	.
CCS(=O)(=O)c1ncc(Cl)c(C(=O)Nc2ccc(S(=O)(=O)N3CCC(C)CC3)cc2)n1	37.7	-2.5	-8.9	.	58.2*	-0.7	10.6	-698.3
O=C(CSc1nccn1Cc1ccco1)Nc1ccccc1C(F)(F)F	.	-2.0	1.1	.	-1.4	-0.2	-3.3	4.0
CCC1SC(=Nc2cccc(C)c2)NC1=O (stereo not given)	12.6	-0.4	-1.1	.	-7.0	-2.7	.	9.4
CO[C@H]1CN(C)C(=O)c2ccc(NC(=O)C3CC3)cc2OC[C@H](C)N(Cc2cccnc2)C[C@H]1C	-3.2	-0.2	-1.0	0.6	-0.7	6.5	.	4.2

Laid out differently: 2 of the compounds above.
Every second line gives: INS-1E GSIS act | PglD inh | F508del corr | PGC1a acetyl inh | FN deposit inh | Cneo AK release | miR122 inh | C2C12 statin
- CCOc1ccc(NC(=NCc2ccc3c(c2)OCO3)SC2CC(=O)N(c3ccc(OCC)cc3)C2=O)cc1 (stereo not given)
→ . | 3.4 | . | -0.4 | 8.2 | 1.0 | -5.8 | .
- CC1(C(=O)NS(=O)(=O)Cc2ccccc2C(F)(F)F)CCN1C(=O)c1cccc(F)c1 (stereo not given)
→ -5.7 | -0.7 | -5.1 | -21.7 | -12.5 | 3.7 | 1.3 | -7.3
